Source: PubChem BioAssay
EBI2 block = antagonists of human EBI2 receptor | P32249 | EBI2 beta-arrestin recruitment, luminescence, 7a,25-OHC stimulated | inhibition, % at 5 µM | hit rate 0.81% among 360,000; in the data active = inhibition above about 38%;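 note: enzyme fragment complementation signal reports receptor beta-arrestin coupling in cells; 0% = agonist plus DMSO wells and 100% = wells without agonist; some results beyond the cut were filed as inactive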
A3A deaminase = human APOBEC3A DNA deaminase inhibition; recombinant A3A, FAM/TAMRA ssDNA deamination fluorescence; inhibition, % at 20 µM; hit rate 0.41% among 330,000; AID 493011;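 active = at least 40% inhibition at 20 µM here, with at most 30% in a related deaminase screen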;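 note: plate controls were A3A with DMSO for no effect and wells lacking A3A enzyme for full effect; some results filed as inactive read as strong as hits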
Target sequence (P31941 whole entry, looked up): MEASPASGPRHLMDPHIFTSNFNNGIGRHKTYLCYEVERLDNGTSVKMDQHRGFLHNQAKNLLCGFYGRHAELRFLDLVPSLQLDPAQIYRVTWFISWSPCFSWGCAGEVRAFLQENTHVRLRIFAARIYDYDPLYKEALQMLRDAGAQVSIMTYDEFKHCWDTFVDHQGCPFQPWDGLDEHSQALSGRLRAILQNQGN
A3G deaminase = blocks human APOBEC3G single-stranded DNA deamination. inhibition, % at 20 µM. hit rate 0.28% among 330,000. Q9HC16. recombinant A3G, ssDNA deamination FAM/TAMRA fluorescence. AID 493012;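 active = inhibition of at least 40% at 20 µM, with no more than 30% in the related APOBEC3A deaminase screen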;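 note: plate controls were DMSO wells with A3G for no effect and wells lacking A3G enzyme for full effect; some compounds called inactive have numbers as strong as hits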
Target sequence (Q9HC16 whole entry, looked up): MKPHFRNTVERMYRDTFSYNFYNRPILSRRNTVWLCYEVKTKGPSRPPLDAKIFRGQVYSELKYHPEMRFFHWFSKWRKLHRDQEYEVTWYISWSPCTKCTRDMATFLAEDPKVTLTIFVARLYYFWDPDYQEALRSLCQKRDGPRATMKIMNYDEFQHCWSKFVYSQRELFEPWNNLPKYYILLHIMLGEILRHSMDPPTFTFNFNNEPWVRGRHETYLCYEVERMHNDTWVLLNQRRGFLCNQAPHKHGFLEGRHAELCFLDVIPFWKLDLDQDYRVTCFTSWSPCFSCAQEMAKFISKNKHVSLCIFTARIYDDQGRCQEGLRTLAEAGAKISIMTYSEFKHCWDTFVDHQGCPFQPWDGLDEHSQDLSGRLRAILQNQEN
MPTP inh = permeability transition pore inhibition; AID 602449; hit rate 1.4% among 360,000; inhibition, % at 10 µM; isolated mouse mitochondria, Ca2+ swelling absorbance, 30 min;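 active = inhibition of 50% or more, scaled per plate between neutral and stimulator controls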;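 note: 0% = DMSO wells given calcium and 100% = 1 mM EGTA wells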
CCR6 antag = blocks CCL20-driven beta-arrestin recruitment at human CCR6 | P51684 | CHO-K1 CCR6 PathHunter beta-arrestin, luminescence, CCL20-stimulated | inhibition, % at 20 µM | hit rate 0.49% among 340,000;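 active = compounds whose inhibition of the agonist-driven luminescence signal at 20 µM reaches about 50%, limit read from the data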;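 note: cells stimulated with CCL20 at 14 nM final; plate controls were DMSO with CCL20 for no effect and DMSO without agonist for full effect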
Gli-Sufu block = antagonists of Gli-Sufu signaling. Sufu-KO-LIGHT fibroblasts, Gli luciferase reporter luminescence. inhibition, % at 5 µM. AID 588413. hit rate 0.74% among 340,000;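 active = inhibition above about 55%, limit read from the data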;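 note: 0% = DMSO-treated cells and 100% = wells with medium but no cells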
CXCR6 inh = blocks human CXCR6 beta-arrestin recruitment; CHO-K1 PathHunter CXCR6 beta-arrestin, luminescence; inhibition, % at 20 µM; hit rate 0.36% among 360,000; in the data active = inhibition above about 34%, passing the limit was not always enough;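 note: antagonist mode with CXCL16 agonist at 10 nM final; 0% = 10 nM CXCL16 with DMSO and 100% = unstimulated wells without agonist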
Target sequence (O00574 whole entry, looked up): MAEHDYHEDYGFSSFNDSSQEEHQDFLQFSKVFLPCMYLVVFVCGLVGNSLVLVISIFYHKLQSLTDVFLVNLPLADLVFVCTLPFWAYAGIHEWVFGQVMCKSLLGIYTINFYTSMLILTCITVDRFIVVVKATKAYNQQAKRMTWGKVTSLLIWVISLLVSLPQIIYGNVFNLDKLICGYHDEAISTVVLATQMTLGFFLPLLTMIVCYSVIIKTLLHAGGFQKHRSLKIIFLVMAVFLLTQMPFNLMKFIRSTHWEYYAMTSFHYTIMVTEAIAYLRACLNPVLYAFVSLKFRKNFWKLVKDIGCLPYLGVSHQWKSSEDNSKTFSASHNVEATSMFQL
GRIN3A LBD mod = modulates the human NR3A ligand-binding domain. NR3A LBD differential scanning fluorimetry, Tm shift; 0% = protein alone, 100% = glycine-bound protein. Tm shift relative to glycine control, % at 25 µM. hit rate 2.5% among 340,000. AID 1259313;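 active = melting temperature shift of at least 10% of the positive control shift, at one fixed dose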
* marks the source's active call; other numbers are inactive results; . = no result given. An unsorted share of the library. Share with any hit: about 5.8%.

SMILES | EBI2 block | A3A deaminase | A3G deaminase | MPTP inh | CCR6 antag | Gli-Sufu block | CXCR6 inh | GRIN3A LBD mod
CCSCCOC(=O)C1=C(C)NC2=C(C(=O)CCC2)C1c1coc2ccccc2c1=O (centres undefined) | 1 | -5 | -5 | 0.9 | -3 | 6 | 15 | -3
Nc1ccc(NC(=O)c2ccco2)c(Cl)c1 | 2 | 1 | -2 | 1.2 | -7 | -13 | 4 | -1
COc1ccc(C(=O)CSc2nnc(-c3ccoc3C)n2CC2CCCO2)cc1 (centres undefined) | 0 | -3 | -3 | 19 | -7 | -2 | 1 | -1
CC(C)c1cc(C(C)C)c(S(=O)(=O)N2CCNCC2)c(C(C)C)c1 | 7 | 0 | 5 | 0.7 | -1 | 5 | 7 | 0
CCOc1ccc2nc(NC(=O)COC)sc2c1 | -7 | 2 | -3 | -0.7 | -1 | -119 | 5 | -1
COC(=O)c1cc2c(ccn2-c2ccc(F)cc2)n1CC(=O)OC(C)C | 32 | -1 | 8 | 2.0 | 19 | 1 | -6 | -1
COc1ccc(-c2csc(=Nc3ccccc3)n2CCO)cc1 | 7 | -2 | -3 | 1.3 | 7 | -25 | 0 | 3
Cc1ccc2c(c1)NC(=O)C(CC(=O)NCCN(C)C)O2 (centres undefined) | -7 | -1 | -7 | -1.1 | -3 | 3 | 0 | -2
CCOC(=O)c1c(N2C(=O)Nc3ccccc3N2O)sc2c1CCCC2 | -1 | 2 | -1 | 1.2 | 11 | -2 | 2 | 0
O=C(NC(Cc1ccccc1)C(=O)O)c1ccco1 (centres undefined) | -12 | 0 | -2 | 0.4 | 10 | . | 4 | -3
CC(C)(C)c1ccc(C(=O)Nc2ccc(O)c3c(=O)cc(-c4cccc(Cl)c4)oc23)cc1 | -3 | -2 | -11 | 0.4 | 12 | -5 | 11 | 0
Cn1cc(-c2nnnn2-c2ccc(Cl)cc2)c(C(F)(F)F)n1 | -5 | -2 | -3 | 1.8 | 7 | 5 | -10 | 1
Cc1onc(-c2ccccc2Cl)c1C(=O)Nc1cnn(Cc2ccccc2)c1 | 1 | 2 | -5 | -1.1 | 4 | -12 | 1 | 1
Cc1cc(S(=O)(=O)N(Cc2ccccc2Cl)c2ccc3c(c2)CCC3)ccc1-n1cnnn1 | 36 | -1 | -7 | 9.0 | 11 | 6 | 6 | 1
Cc1cc(C)c2c(CN3CCN(C)CC3)cc(=O)oc2c1 | 3 | -1 | 0 | -2.4 | -6 | 12 | -1 | -1
Cc1cc(C)n2c(SCC(=O)Nc3cc(C)on3)nnc2n1 | -10 | 3 | 0 | -2.3 | 2 | 4 | 5 | -2
Cc1c(NC(=O)c2cc(Br)ccc2Cl)cccc1-n1cnnn1 | -2 | 3 | 1 | -2.2 | 5 | -6 | -1 | 4
Cc1ccccc1C(=O)Nc1ccc(S(=O)(=O)Nc2onc(C)c2C)cc1 | -2 | -3 | -8 | 1.0 | 1 | 8 | -3 | -2
CCC(=O)Nc1ccc(-c2ccc(NC(=O)CC)c(OC)c2)cc1OC | 6 | -2 | -9 | -3.0 | -12 | -11 | -4 | -1
CCCc1cc(=O)oc2cc(C)cc(OCC(=O)NC(Cc3c[nH]c4ccc(O)cc34)C(=O)O)c12 (centres undefined) | 3 | 4 | 12 | -2.1 | 0 | 7 | -6 | 0
O=C(CSc1nnc(-c2ccc(O)cc2)n1-c1ccccc1)CC(=O)Nc1ccccc1 | 33 | -6 | -12 | 0.1 | 16 | 4 | -12 | -4
CCOc1ccc(OCCN2CCCCC2)cc1 | -8 | 1 | -3 | -1.2 | -6 | 10 | -7 | -1
Cc1cc(C)c(S(=O)(=O)NCc2csc(C)n2)c(C)c1 | -6 | -5 | -9 | 0.8 | -3 | 3 | -20 | -1
O=C(O)C1C2C=CC(C2)C1C(=O)NCCc1ccccc1 (centres undefined) | -8 | -2 | -2 | -0.5 | 13 | 5 | -9 | 0
O=C1COc2ccc(C(=O)COC(=O)c3ccccn3)cc2N1 | -4 | -2 | -10 | 0.6 | -4 | -1 | -3 | 1
SMILES | EBI2 block | A3A deaminase | A3G deaminase | MPTP inh | CCR6 antag | Gli-Sufu block | CXCR6 inh | GRIN3A LBD mod
CCC(C)NC(=O)CSc1nc2ccccc2c(=O)n1CCCN1CCCCC1 (centres undefined) | 8 | 3 | -4 | -0.1 | 4 | 12 | 1 | 1
NC(=S)Nc1ccc(Oc2ccc(NC(N)=S)cc2)cc1 | 3 | -4 | -5 | -1.6 | 12 | 8 | 21 | 14*
O=c1[nH]c(CSc2ccccn2)nc2c1cnn2-c1ccccc1 | -8 | -1 | -8 | -0.1 | -2 | -28 | -3 | 1
Cc1cccc(N2CCN(C(=O)c3cc(S(=O)(=O)N(C)C)ccc3N3CCCC3)CC2)c1C | 10 | 1 | -3 | -4.6 | 13 | 20 | -1 | -1
O=C(Cn1ncn2c(cc3sccc32)c1=O)NC1CCCC1 | 2 | -2 | -6 | -2.0 | 6 | 1 | 4 | 1
COc1cccc(-n2c(=O)c3c(C)c(C(=O)N(C)C)sc3n(CC(=O)NCCc3ccc(OC)c(OC)c3)c2=O)c1 | -6 | -2 | -5 | -0.5 | -3 | 9 | 3 | -1
O=C(c1ccncc1)c1nccn1-c1ccccn1 | -1 | -1 | -8 | 1.6 | -7 | -6 | -9 | -1
O=C(c1cccc(Oc2ccc([N+](=O)[O-])cc2)c1)N1CCOCC1 | 4 | -1 | -4 | 0.0 | -8 | 4 | -13 | 1
O=C(O)c1ccc(Nc2ccc([N+](=O)[O-])c3nonc23)cc1 | 10 | -2 | 2 | 9.9 | 59* | -5 | 34 | -6
CCOC(=O)c1cc(-c2csc(Nc3ccccc3Cl)n2)on1 | 1 | 3 | 3 | 1.3 | -18 | 4 | -8 | 0
Cc1cccc(C)c1-n1c(C)nn(CC2CC2)c1=O | 7 | -2 | -5 | -0.3 | 3 | -7 | 3 | -1
CC(C)c1ccc(OCC(=O)N2CCCCCC2)c(Br)c1 | -8 | -2 | -6 | 2.4 | 19 | -35 | -6 | 1
CN1CCN(S(=O)(=O)c2ccc(NC(=O)c3csc4ccccc34)cc2)CC1 | 4 | -1 | -3 | -0.1 | -1 | -4 | -3 | -1
O=C(COC(=O)CCc1nc2ccccc2c(=O)[nH]1)Nc1ccc(Cl)cn1 | 1 | 3 | 0 | 2.7 | 7 | 1 | 0 | -1
O=C(Nc1cnc2sccn2c1=O)c1ccc(Cl)cc1Cl | -4 | -3 | -4 | -2.0 | 2 | -24 | -3 | -1
CCCCCCCCNCCS(=O)(=O)NCc1ccccc1OC | 3 | . | . | 3.5 | 13 | 5 | 3 | -1
Cc1ccc(C(=O)Nc2ccc(S(=O)(=O)N3CCOCC3)cc2)cc1 | -2 | -1 | -4 | -1.2 | 7 | -6 | 7 | 8
COc1cc(/C=C2\SC(=Nc3ccccc3)N(Cc3ccco3)C2=O)ccc1OC(C)C(=O)O (centres undefined) | -2 | 1 | -2 | -2.6 | 8 | 5 | 4 | -1
Cc1ccc(Oc2ccc(S(=O)(=O)N3CCOCC3)cc2C(N)=O)cc1C | 14 | 0 | -9 | -0.6 | 0 | -5 | -1 | -1
CC(C)c1ccc(OCC(=O)Nc2ccc3oc(=O)ccc3c2)cc1 | 5 | -5 | -11 | 0.5 | 12 | -2 | -9 | -4
CCOc1ccccc1NC(=O)c1cc(C(=O)Nc2ccccc2OCC)cc(N2C(=O)CCC2=O)c1 | 8 | -1 | -4 | 1.7 | 12 | 7 | 3 | -1
CN1CCN(C(=O)c2cc3sc4ccccc4c3s2)CC1 | 95* | 1 | -5 | 1.5 | 13 | -44 | 2 | 1
O=C1C(=O)N(CCCc2ccccc2)c2ccccc21 | -3 | 2 | -1 | 5.8 | 37 | -2 | 27 | 0
Cc1nn(Cc2ccccc2)c(C)c1NC(=O)c1cc(-c2ccco2)on1 | 3 | 1 | -6 | -0.1 | 15 | -2 | 2 | 0
Cc1cc(C)n(C(=O)CNC(=O)c2ccccc2F)n1 | -11 | 4 | -2 | -1.8 | 3 | 10 | 14 | 0
SMILES | EBI2 block | A3A deaminase | A3G deaminase | MPTP inh | CCR6 antag | Gli-Sufu block | CXCR6 inh | GRIN3A LBD mod
COc1nc(N)nc(NC23CC4CC(CC(C4)C2)C3)n1 | -3 | 5 | -4 | -0.8 | -8 | -1 | 2 | -2
O=C(N/N=C/c1ccc([N+](=O)[O-])o1)c1ccccc1-n1cccc1 | -17 | 6 | 1 | 0.2 | 4 | -12 | -9 | 2
CCCCCCn1c(CN2CCN(C)CC2)nc2c1c(=O)n(C)c(=O)n2C | -5 | 0 | -1 | 0.3 | 1 | 25 | 8 | -1
CCOC(=O)[C@@H]1[C@H]2COc3ccc(Br)cc3[C@@H]2N2C(=O)N(c3ccc(C(F)(F)F)cc3)C(=O)[C@]12C | 12 | 2 | -5 | 1.7 | 4 | 8 | 0 | 2
CC(C)(O)C#Cc1ccc(C(=O)NCc2ccccc2)s1 | -7 | -3 | 1 | 0.8 | -5 | -14 | -14 | 0
COc1ccc(/C=C2/C(=O)N(Cc3ccccc3)N=C2C)cc1 | -7 | 0 | 1 | -0.3 | 18 | 5 | 4 | -1
Cc1ccc(S(=O)(=O)n2nc(OC(=O)c3ccccc3C)cc2N)cc1 | -15 | 2 | -6 | -0.8 | 3 | -2 | -4 | -7
C#CCOCCOCCOCCNc1nc(N2CCN(C(=O)[C@H](C(C)C)n3cc(CCO)nn3)CC2)nc(N2CCN(C(=O)[C@H]([C@@H](C)CC)n3cc(CCCN=C(N)N)nn3)CC2)n1 | -2 | 4 | -4 | -3.2 | 14 | 1 | -1 | 2
CCC(=O)c1ccc(OCCN2CCOCC2)cc1 | -6 | -2 | -6 | -4.6 | 4 | 0 | -7 | -2
O=C(N/N=C1\CCSc2ccc(F)cc21)c1cccnc1 | 6 | -2 | -7 | 0.1 | 7 | -2 | -5 | -13
Cc1cccc(/C=N/NC(=O)c2c(-c3ccccc3)noc2C)c1O | -2 | -5 | -6 | 0.8 | 1 | 11 | 7 | -7
CCOc1ccccc1OCCCC(=O)N1CCN(S(=O)(=O)c2cccc(F)c2)CC1 | -4 | 5 | -1 | 0.8 | 3 | 4 | -2 | 1
COc1ccc2c(c1)O/C(=C\c1sccc1C)C2=O | 7 | -3 | -8 | -2.2 | 23 | -26 | 1 | -1
O=C(CSc1nc2ccccc2[nH]1)N/N=C/c1ccco1 | -7 | 1 | -5 | -0.3 | 2 | 7 | -8 | -2

Filtered by structure, the compounds so far containing a Cl atom
SMILES | EBI2 block | A3A deaminase | A3G deaminase | MPTP inh | CCR6 antag | Gli-Sufu block | CXCR6 inh | GRIN3A LBD mod
Nc1ccc(NC(=O)c2ccco2)c(Cl)c1 | 2 | 1 | -2 | 1.2 | -7 | -13 | 4 | -1
CC(C)(C)c1ccc(C(=O)Nc2ccc(O)c3c(=O)cc(-c4cccc(Cl)c4)oc23)cc1 | -3 | -2 | -11 | 0.4 | 12 | -5 | 11 | 0
Cn1cc(-c2nnnn2-c2ccc(Cl)cc2)c(C(F)(F)F)n1 | -5 | -2 | -3 | 1.8 | 7 | 5 | -10 | 1
Cc1onc(-c2ccccc2Cl)c1C(=O)Nc1cnn(Cc2ccccc2)c1 | 1 | 2 | -5 | -1.1 | 4 | -12 | 1 | 1
Cc1cc(S(=O)(=O)N(Cc2ccccc2Cl)c2ccc3c(c2)CCC3)ccc1-n1cnnn1 | 36 | -1 | -7 | 9.0 | 11 | 6 | 6 | 1
Cc1c(NC(=O)c2cc(Br)ccc2Cl)cccc1-n1cnnn1 | -2 | 3 | 1 | -2.2 | 5 | -6 | -1 | 4
CCOC(=O)c1cc(-c2csc(Nc3ccccc3Cl)n2)on1 | 1 | 3 | 3 | 1.3 | -18 | 4 | -8 | 0
O=C(COC(=O)CCc1nc2ccccc2c(=O)[nH]1)Nc1ccc(Cl)cn1 | 1 | 3 | 0 | 2.7 | 7 | 1 | 0 | -1
O=C(Nc1cnc2sccn2c1=O)c1ccc(Cl)cc1Cl | -4 | -3 | -4 | -2.0 | 2 | -24 | -3 | -1
